# PKA-R2B act – PKA-R2B complex activation | P22694+P31323 | PKA-R2B holoenzyme dissociation, Cy5-IP20 fluorescence polarization; R2B truncated from residue 108, S112A mutant; 0% DMSO only, 100% 113 µM cGMP | activation, % at 11.4 µM | 0.079% of 340,000 active;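 active = activation above a cutoff set at the mean over all compounds plus 3 SD, cut at about 18% in these data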;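 note: higher means more holoenzyme dissociation and a rise in polarization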
# Tat transport – inhibitors of E. coli Tat protein transport; E. coli MC4100 TorA-mCherry Tat export, fluorescence; 0.036% of 340,000 active; inhibition, % at 10 µM;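 active = mean replicate inhibition at least 50% and at least half of replicates individually reaching 50%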;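 note: exported cargo escapes ClpAP degradation while cytoplasmic cargo is degraded and loses fluorescence; 0% = median of neutral control wells and 100% = median of NaSCN control wells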
# E coli growth – counter-screen for AddAB inhibitors: E. coli growth inhibition. E. coli V3065 growth, OD600 absorbance, 18 h. 0.27% of 330,000 active. inhibition, % at 11.9 µM;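 active = inhibition above the campaign's mean inhibition across all tested compounds plus 3 SD, cut at about 9.9% in these data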;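 note: uninfected addAB+ strain grown without phage in ampicillin broth; 0% = DMSO wells and 100% = ciprofloxacin 0.95 µg/ml wells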
# MOR-DOR ag – agonists of human mu-delta opioid receptor heterodimerization. cells, OPRM1-OPRD1 heterodimerization, luminescence. 0.3% of 340,000 active. AID 504326. activation, % at 9.3 µM. P35372+P41143; in the data active = activation above about 18%;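 note: 0% = vehicle-treated cells and 100% = reference agonist; values of inactives mirror those of a sister screen read the other way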
# Target sequence (P35372 whole entry, looked up): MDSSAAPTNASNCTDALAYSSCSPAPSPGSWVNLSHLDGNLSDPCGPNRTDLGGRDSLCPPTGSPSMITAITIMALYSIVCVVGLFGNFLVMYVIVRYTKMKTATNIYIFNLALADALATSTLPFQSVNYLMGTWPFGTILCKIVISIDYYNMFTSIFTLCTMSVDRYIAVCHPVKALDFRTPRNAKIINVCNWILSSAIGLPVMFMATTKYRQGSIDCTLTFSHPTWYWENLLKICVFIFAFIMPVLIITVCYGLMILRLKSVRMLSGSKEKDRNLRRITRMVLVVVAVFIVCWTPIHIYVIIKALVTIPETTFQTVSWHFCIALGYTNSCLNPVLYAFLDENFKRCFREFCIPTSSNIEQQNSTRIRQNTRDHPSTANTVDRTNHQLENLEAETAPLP
# Target sequence (P41143 whole entry, looked up): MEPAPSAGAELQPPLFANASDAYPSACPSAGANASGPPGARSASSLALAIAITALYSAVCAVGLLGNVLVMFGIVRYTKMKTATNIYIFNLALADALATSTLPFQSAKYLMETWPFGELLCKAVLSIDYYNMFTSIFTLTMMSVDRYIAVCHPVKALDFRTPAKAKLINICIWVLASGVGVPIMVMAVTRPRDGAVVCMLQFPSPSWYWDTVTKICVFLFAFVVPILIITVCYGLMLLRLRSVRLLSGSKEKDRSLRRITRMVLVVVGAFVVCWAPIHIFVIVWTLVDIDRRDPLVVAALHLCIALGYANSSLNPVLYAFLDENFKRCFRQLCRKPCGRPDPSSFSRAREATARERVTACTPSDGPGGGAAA
# MOR-DOR inv ag – mu-delta opioid heterodimer inverse agonism; inhibition, % at 9.3 µM; 0.21% of 340,000 active; P35372+P41143; cell-based MOR-DOR heterodimer luminescence; in the data active = inhibition above about 22%, passing the limit was not always enough;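 note: 0% = cells with DMSO and 100% = wells without cells with DMSO; values of inactives mirror those of a sister screen read the other way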
# PKA-R1A act – activators of PKA-R1A complex; AID 504707; activation, % at 11.4 µM; P00514+P68181; PKA-R1A dissociation, Cy5-IP20 fluorescence polarization; scaled: DMSO 0%, 113 µM cGMP 100%; 0.083% of 340,000 active;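 active = percent activation above the mean of all tested compounds plus 3 SD, cut at about 19% in these data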;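 note: higher means more PKAc released from R1A so a rise in polarization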
# AddAB inh – less growth of phage-infected E. coli with AddAB; E. coli expressing H. pylori AddAB, absorbance growth; inhibition, % at 11.9 µM; 0.29% of 330,000 active; in the data active = inhibition above about 12%;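 note: 0% = vehicle wells of infected cells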
# phage Ecoli inh – E. coli growth loss with phage present; growth absorbance; inhibition, % at 11.9 µM; AID 651602; 0.26% of 360,000 active; in the data active = inhibition above about 11%
# HTR5A inv ag – inverse agonist of human HTR5A in OPRM1-OPRD1 counter-screen; P47898; AID 504634; 0.083% of 340,000 active; HTR5A cell line, luminescence, inverse agonism; inhibition, % at 9.3 µM; in the data active = inhibition mostly above about 23%, no sharp cut-off; inactive = mostly below about 18%;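 note: 0% = cells with DMSO and 100% = no-cell wells with DMSO; some compounds called inactive have numbers as strong as hits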
# SUMO Mot1 rescue – blocks SUMOylation pathway, rescuing yeast Mot1-301 growth; S. cerevisiae Mot1-301 growth rescue, ATP luminescence, 38.5C; percent above DMSO median, 100 means doubled; growth rescue, % at 18.8 µM; 1% of 320,000 active;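 active = every valid replicate shows activation above 250% relative to neutral control wells; inactive = the rest, any valid replicate at or below 250%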;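 note: OY570 slx delta 5 strain wells were the positive control but not used for scaling; some compounds called inactive have numbers as strong as hits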
# PfHsp90 yeast 2 – inhibits growth of yeast expressing Plasmodium falciparum Hsp90 | S. cerevisiae expressing PfHsp90, BacTiter-Glo ATP, 48 h; yeast lacking PDR1 and PDR3 efflux regulators | 0.32% of 310,000 active | inhibition, % at 9.4 µM;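 active = every replicate shows inhibition above about 80%, whatever the replicate mean, limit read from the data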;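 note: 0% = DMSO neutral controls and 100% = 20 µM radicicol positive controls; yeast relying on Plasmodium falciparum Hsp90 in place of its own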
# * = called active by the depositor; · = not tested or not shown. Rows were taken by chance, and some 2.2% of all compounds hit somewhere here.
# The line under a structure holds: AddAB inh	PKA-R2B act	PKA-R1A act	MOR-DOR inv ag	SUMO Mot1 rescue	PfHsp90 yeast 2	E coli growth	Tat transport	phage Ecoli inh	HTR5A inv ag	MOR-DOR ag
CC1CCCC(NC(=O)COC(=O)CN2C(=O)C3CCCCC3C2=O)C1C (stereo unspecified)
    1.0	11	3	-6	-11	-15	-2.3	2	6.8	-4	1.2
Cc1ccc2c(c1)C(=O)CC(O)(C(F)F)O2 (stereo unspecified)
    0.2	6	-9	13	-11	-9	-0.1	8	-0.6	5	-2.4
CS(=O)(=O)c1ccc(Cl)c(NC(=O)Cc2c(Cl)cccc2Cl)c1
    -0.2	-2	8	5	-3	8	-2.0	1	5.3	-6	-0.7
O=C(Nc1ccccc1C(=O)N/N=C/c1ccco1)c1ccccc1Cl
    2.7	-11	-5	-8	-20	8	1.5	21	3.5	-14	1.5
O=C(c1ccccc1)N1CCN(C(=O)c2ccccc2Br)CC1
    -0.9	-7	0	5	73	·	0.6	-5	2.5	-10	-0.9
CCCn1c(SCC(=O)NCc2ccc(OC)cc2)n[nH]c1=O
    2.2	-5	-11	15	·	·	1.1	-3	0.5	-21	-3.2
N#CC1(NC(=O)COc2ccc(S(=O)(=O)N3CCCC3)cc2[N+](=O)[O-])CCCCC1
    1.9	-8	4	-8	-1	·	0.1	9	3.6	4	1.3
CC1=NN(C(C#N)c2ccc(F)cc2)C(C)(C)C1 (stereo unspecified)
    1.0	4	-3	13	-13	41	-1.6	-3	3.9	18	-2.8
S=c1[nH]cnc2scc(-c3ccccc3)c12
    -0.6	5	-7	4	13	14	-2.6	4	1.5	5	-0.8
COc1ccccc1OCCCC(=O)Nc1nccs1
    4.2	-7	3	4	-10	8	2.6	16	1.6	14	-0.7
O=C(N/C(=C\c1ccc([N+](=O)[O-])cc1)C(=O)N1CCCCC1)c1ccc(Br)o1
    4.2	-10	-3	11	406	-17	0.0	-6	1.3	5	-2.1
O=C(NCC1CCCO1)c1ccc[nH]1 (stereo unspecified)
    -1.9	4	0	13	2	5	-2.2	0	2.4	6	-3.0
Cc1ccc(S(=O)(=O)c2cc(C#N)c(=O)[nH]c2N)cc1
    3.5	-11	-10	9	-3	·	-2.4	-2	1.7	-13	-1.7
O=C(Nc1ccc(Cl)cn1)c1ccccc1F
    1.2	-10	5	-21	·	3	-2.0	-4	3.5	-5	3.3
Cc1ccc(S(=O)(=O)N=Nc2c(O)[nH]c3ccccc23)cc1
    3.8	-2	-2	50*	4	22	-1.3	-3	0.5	12	-8.0
O=C(NCc1ccccc1Cl)c1ccncc1
    3.7	5	-6	2	-26	9	2.2	3	1.9	-21	-0.4
Cc1cccc(OCC(=O)N(Cc2ccccc2)c2c(N)n(Cc3ccccc3)c(=O)[nH]c2=O)c1
    -0.8	0	1	-3	-1	11	-3.2	5	6.4	-16	0.8
Cc1ccc(NC(=S)NCc2ccccc2Cl)c(C)c1
    5.0	-22	-11	-4	-14	0	-0.9	-8	1.5	-7	0.8
CSCCC(Nc1ccc(S(=O)(=O)N2CCOCC2)cc1[N+](=O)[O-])C(=O)OCC(=O)N(C(C)C)C(C)C (stereo unspecified)
    2.2	2	6	10	-29	7	-1.0	-3	4.5	14	-1.6
CC(/C=C/c1ccc(N(C)C)cc1)=N\N=C1\NC(=O)CC(C(=O)Nc2ccccc2)S1 (stereo unspecified)
    -3.3	-4	-9	-14	-5	-13	-2.4	-5	0.9	-18	2.6
Nc1ccc(S(=O)(=O)c2ccccc2)nc1
    0.7	1	5	16	-6	3	1.2	-10	3.3	-10	-2.8
O=C(COC(=O)Cc1ccc(S(=O)(=O)N2CCOCC2)s1)NCCc1ccccc1
    0.2	0	9	-3	-13	8	-1.7	1	-1.2	-6	0.6
CC1(C)Cc2c(sc3c2c(=N)n(Cc2ccco2)c(=O)n3Cc2ccc(Cl)cc2)CO1
    4.0	9	-2	-6	5	-11	0.2	10	2.1	-6	1.2
COc1ccc(-c2cc3c(=O)n(CC(=O)NCCCN4CCC(Cc5ccccc5)CC4)ncn3n2)cc1
    -0.3	-2	-9	7	28	-28	-1.5	2	2.5	-3	-1.4
O=C(Nc1ccc(O)cc1)c1ccc(C(=O)c2ccccc2)o1
    0.9	-6	5	11	437	20	-0.4	0	0.3	12	-2.0
C=CCOc1ccc(/C=C/C(=O)OCC(=O)N(C)CC(=O)Nc2ccc(F)cc2)cc1
    0.2	-4	0	-14	7	-16	0.6	-1	1.0	3	2.2
O=C(/C=C/c1ccccc1)NNC(=O)c1cccc(Cl)c1
    2.7	3	7	3	-3	·	-2.1	3	-0.5	0	-0.5
CCN(CC)S(=O)(=O)c1cccc(-c2nnc(SCC(N)=O)n2CCc2ccccc2)c1
    -3.7	-8	-13	-4	16	4	-2.2	5	-0.3	16	0.7
Cc1nc(N)nc(N(C)c2ccccc2)c1Br
    ·	-2	5	2	·	-9	·	-3	3.3	-13	-0.4
Cc1ccc(S(=O)(=O)CC(=O)N2CCCC2)cc1
    1.3	10	-1	9	5	-23	-1.7	-9	2.4	-3	-2.1
CCOc1ccc(NC(=NCc2ccc3c(c2)OCO3)SC2CC(=O)N(c3ccc(OCC)cc3)C2=O)cc1 (stereo unspecified)
    1.4	-2	-5	10	-5	1	-3.7	-4	3.4	-12	-1.5
Cc1cc(Cl)c(S(N)(=O)=O)cc1OCC(=O)NC1CCCCC1
    0.6	-1	-3	12	12	0	-1.2	-1	3.5	-13	-2.2
N#CCCN(Cc1ccccc1)C(=O)Nc1ccccc1
    1.1	-2	-6	15	7	13	0.3	-4	-1.6	-13	-2.9
O=S(=O)(O)c1ccc(NN=Cc2ccccc2O)cc1
    ·	-8	-5	16	·	·	·	-3	3.7	-5	-3.0
CCCCC(=O)Nc1cc(-c2nc3ncccc3o2)ccc1C
    0.1	-4	-7	0	-16	11	1.2	-4	-0.2	28	-0.1
COc1ccc(N(C(=O)CNC(=O)c2cccs2)C(C(=O)NC2CCCC2)c2ccncc2)cc1 (stereo unspecified)
    4.4	3	-6	12	4	41	1.1	-9	1.0	0	-2.4
C/C(=N\NC(=O)c1ccncc1)c1cc2ccccc2o1
    0.4	-1	4	3	·	-10	-0.1	-5	1.4	2	-0.5
Cc1cccc(NC(=O)N2CCCC2C(=O)NCc2cccs2)c1 (stereo unspecified)
    -2.4	4	2	2	·	6	0.8	2	1.9	-8	-0.3
Cn1c(CO)cnc1SCC(=O)c1ccc(F)cc1
    -0.7	3	-9	13	188	12	-3.4	2	2.0	7	-2.8
COC(=O)CN(C(=S)Nc1ccc(Cl)cc1)C1CC(=O)N(c2ccc(OC)cc2)C1=O (stereo unspecified)
    0.8	1	1	-23	-3	2	-1.1	-9	4.7	-33	4.3
Cc1cc(NC(=O)CCC(=O)N(CCC(C)C)C(C(=O)NC2CCCC2)c2cccnc2)no1 (stereo unspecified)
    3.1	-3	7	-15	105	1	-1.1	-6	2.7	14	2.5
COc1ccc(NS(=O)(=O)c2cc(OC)ccc2NC(=O)c2cc(C)oc2C)cc1
    -0.1	-14	0	6	7	1	0.2	-2	2.1	5	-1.0
NS(=O)(=O)c1cccc(NC(=O)c2cccc(N3C(=O)c4ccccc4C3=O)c2)c1
    -0.7	15	11	17	-3	5	0.6	-5	3.3	-2	-3.5
O=C(Nc1ccc(Cc2ccncc2)cc1)C1CCC(N2C(=O)C3CCCCC3C2=O)CC1 (stereo unspecified)
    0.8	6	-4	-1	-3	-3	-1.8	-6	2.8	5	0.2
COc1ccc(CCNC(=O)CSc2ccc(-c3ccco3)nn2)cc1OC
    0.5	-4	-3	11	4	-10	1.3	5	4.1	11	-2.3
COc1ccc(/C=N/N2C(=O)C3C4C=CC(C4)C3C2=O)cc1[N+](=O)[O-] (stereo unspecified)
    3.1	-11	-9	9	-15	0	-0.9	2	-0.5	-8	-1.9
Cc1ccc(C(=O)N2CCN(c3ncccn3)CC2)c(C)c1
    3.9	11	14	4	97	-5	0.1	-7	1.8	-7	-0.6
COc1ccccc1-c1c(C(F)(F)F)oc2cc(OCC(=O)Nc3ccccc3C(F)(F)F)ccc2c1=O
    2.6	-10	5	-20	-8	-5	0.9	7	0.4	21	4.4
CC1=NN(c2ccccc2)C(=O)C1N=Nc1ccc(S(N)(=O)=O)cc1 (stereo unspecified)
    -2.3	-7	-17	-17	-2	7	-2.5	-4	2.0	10	3.6
Cc1ccc(-c2nnn(CC(=O)N3CCN(c4ccccc4)CC3)n2)o1
    1.6	-2	-7	12	38	14	1.1	3	3.1	10	-2.0
O=C(CSc1nnnn1-c1ccccc1)NC(=O)Nc1ccc2c(c1)OCCO2
    0.8	-5	-3	7	-22	·	0.5	3	1.7	-3	-1.3
CCCCC1=CC2=CC(=O)C(C)(OC(=O)c3cccs3)C(=O)C2=CO1 (stereo unspecified)
    -1.2	8	-4	10	-20	-7	-2.4	-4	2.8	-29	-1.9
Cc1ccc(Oc2ccccc2/C=C2\SC(=O)N(C)C2=O)cc1
    3.1	-3	-5	7	·	·	-1.1	0	0.0	6	-1.5
COc1ccc2c(ccc[n+]2CC(=O)c2ccccc2)c1
    ·	1	4	-2	11	23	·	3	0.4	11	0.5
c1ccc(C2[C@H]3CN(Cc4cccnc4)[C@H](c4ccccc4)C34CC2(c2ccccc2)C4)cc1 (stereo partly specified)
    2.3	-1	-1	-22	79	·	1.0	11	2.4	-4	4.0
CCN(C(=O)COC(=O)C1=COCCO1)c1c(N)n(Cc2ccccc2)c(=O)[nH]c1=O
    ·	-3	-9	8	·	11	·	-3	2.2	5	-1.2
CC(=O)NN1C(=O)/C(=C\c2ccc(C)cc2)SC1=S
    1.1	9	-18	12	4	0	1.9	-5	2.7	-5	-2.3
CCOC(=O)/C(C#N)=C1/SC(CCO)C(=O)N1c1ccccc1 (stereo unspecified)
    1.6	-21	-4	26	0	-1	-0.2	-2	5.5	18	-5.3
COc1cc(NC(=O)C2CCCCN2)ccc1OCC(C)C (stereo unspecified)
    -1.4	-11	-10	0	3	26	2.7	14	2.0	-2	0.0
CCOC(=O)N1CCN(C(=O)Cn2c(=O)sc3ccccc32)CC1
    -1.1	-3	-4	7	-3	·	-1.5	-4	2.9	-14	-1.1
COCCOC(=O)c1c(C)oc2ccc(NS(=O)(=O)c3ccc(C(=O)O)cc3)cc12
    1.8	-12	-7	7	6	·	0.0	-2	3.6	1	-1.4
CCC1(CC)C(=O)NC(=O)NC1=NCCc1ccc(O)cc1
    -2.5	-10	4	15	-34	-27	0.3	-2	-1.9	-27	-2.9

# High-throughput results: PubChem, several laboratories
